# Compound activity from PubChem BioAssay.
# Giardia killer: kills Giardia lamblia; Giardia lamblia trophozoite viability; activity change, % at 7.66 µM, hits read low; 340,000 tested, 0.15% active; AID 540267; in the data active means activity change below about -80%; inconclusive means between about -30% and that limit;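 further: parasites exposed to compound for two days anaerobically before the ATP read; on the % scale 0 is the no-effect control and ±100 the full control effect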
#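 Each well holds 100 Giardia trophozoites and compound. After two days (48 hrs) at 37 deg C in anaerobic conditions, ATP is quantified by luminescence.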
# Rab9 promoter act: activates the Rab9 promoter | Huh7 Rab9 promoter-luciferase reporter, luminescence, 24 h | Potency, µM (doses to about 9.22 µM), without a hit: at the top dose activation, negative = inhibition, usual class: activators | 320,000 tested, 2.8% active | AID 485297; further: potency means the concentration at half of the fitted maximal effect; % of control where 0% means no effect; nearly all actives have a fitted effect of over 60% in size
#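 Steps: seed 1500 Huh7 Rab9-luc cells per well, rest 2 h at 37 °C; add compound in DMSO; incubate 24 h; add luciferase reagent, 10 min ambient; read luminescence.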
# Menin MLL FP TR: inhibitors of human menin-MLL interaction, mutant MLL peptide. O00255. Menin + Texas Red MLL mutant peptide, fluorescence polarization. Potency, µM (titrated, usually from 61.6 µM), inactives show top-dose FP activity change, negative = inhibition, most hits filed as inhibitors. 270,000 tested, 0.23% active. AID 1768; active means well fitted inhibition curve with a large enough effect in the polarisation, with a control signal flat, not every such curve was filed as active; inconclusive means small, poorly fitted or top-dose-only effect, or effect the other way, or a change in a side signal; inactive means no such curve, though single readings can be large or run the other way; the % refers to the polarisation; further: potency means the concentration at half of the fitted maximal effect; % of control where 0% means no effect; many of its hits are not listed in these tables
# FLuc counter: counter-screen for miR-21 project: firefly luciferase inhibitors or activators | P08659 | purified FLuc, Km substrates, luminescence inhibition | Potency, µM (titrated, usually from 57.5 µM), for inactives: at the highest dose activity change, negative = inhibition, actives largely listed as inhibitors | 360,000 tested, 6.9% active | AID 588342;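 further: potency means the concentration at half of the fitted maximal effect; plate controls were vehicle for no effect and reference inhibitor for full effect; nearly all actives have a fitted effect of over 55% in size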
# Target sequence (P08659 whole entry, looked up): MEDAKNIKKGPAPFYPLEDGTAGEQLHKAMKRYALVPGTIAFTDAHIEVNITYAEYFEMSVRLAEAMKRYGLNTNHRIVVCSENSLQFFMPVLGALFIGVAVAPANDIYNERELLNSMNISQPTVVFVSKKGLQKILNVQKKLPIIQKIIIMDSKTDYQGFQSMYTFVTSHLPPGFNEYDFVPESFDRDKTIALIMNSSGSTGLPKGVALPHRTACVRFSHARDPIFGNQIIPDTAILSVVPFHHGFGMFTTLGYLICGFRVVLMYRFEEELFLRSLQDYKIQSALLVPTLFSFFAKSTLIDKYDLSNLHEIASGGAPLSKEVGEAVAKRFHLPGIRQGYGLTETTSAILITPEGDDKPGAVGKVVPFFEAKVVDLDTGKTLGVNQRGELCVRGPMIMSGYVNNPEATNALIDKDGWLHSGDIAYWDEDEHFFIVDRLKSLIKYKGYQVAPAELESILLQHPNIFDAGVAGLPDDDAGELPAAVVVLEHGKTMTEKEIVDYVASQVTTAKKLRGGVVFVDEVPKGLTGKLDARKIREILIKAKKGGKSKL
#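 Biochemical qHTS of compounds, final roughly 60 µM downward over six points, against 10 nM purified firefly luciferase using Km concentrations of substrates (10 uM D-luciferin, 10 uM ATP) in Tris acetate pH 7.5 buffer; luminescence output.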
# BRCA1 expr up: activators of BRCA1 expression | 380,000 tested, 1.1% active | MCF7-BRCA1-FFLuc reporter, luminescence, 48 h; response scale: scaled: vehicle 0%, 10 µM genistein 100% | Potency, µM (highest dose often 46.1 µM), without a hit: top-dose activation, hits mostly activators; further: potency means the concentration at half of the fitted maximal effect; nearly all actives have a fitted effect of over 80% in size; some results filed as inactive show a strong effect at the top dose
#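 Using MCF7 cells harboring a BRCA1 firefly luciferase reporter, plated 2 h before compound pinning, the screen measured luminescence after 48 h incubation. Responses were normalized to DMSO and 10 microM genistein, then fitted for concentration-effect.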
# p53 reactivator: mutant p53 re-activation in reporter cells; H1299 p53-A138V BP100-luciferase reporter, luminescence, 24 h; AID 504706; Potency, µM (titrated, usually from 92.2 µM), inactives show top-dose activity change, positive = activation, usual class: activators; 320,000 tested, 0.063% active; further: potency means the concentration at half of the fitted maximal effect; % of control where 0% means no effect; nearly all actives have a fitted effect of over 45% in size
#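 H1299 (p53-null), stable ts p53-A138V + BP100-Luc; 1000 cells/well, Opti-MEM/10% FBS; cpd 4 pt, 1:5; 24 h, 37 deg C, 5% CO2; detection reagent 10 min RT; luminescence.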
# NPC1 prom act: NPC1 promoter activation; Huh7 NPC1 promoter luciferase reporter, 24 h; Potency, µM (top dose mostly 9.22 µM), for inactives: at the top dose activation, actives largely listed as activators; 320,000 tested, 2.4% active; AID 485313;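 further: potency means the concentration at half of the fitted maximal effect; % of control where 0% means no effect; nearly all actives have a fitted effect of over 60% in size; reporter is driven by a mutant NPC1 promoter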
#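 Luminescence read-out of NPC1 promoter-driven luciferase in stably transfected Huh7 cells; compounds delivered in DMSO and left 24 h at 37C, 5% CO2, qHTS titration format.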
# PKM2 activator: increases activity of human pyruvate kinase M2; P14618; purified PKM2, Kinase-Glo ATP luminescence, activation; response scale: 0% is enzyme alone, no compound; Potency, µM (titrated, usually from 57.5 µM), without a hit: top-dose activation, actives largely listed as activators; 260,000 tested, 0.34% active; AID 1631; further: potency means the concentration at half of the fitted maximal effect; on the % scale 0 is the no-effect control and ±100 the full control effect; nearly all actives have a fitted effect of over 55% in size
#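 Purified hPK-M2 (>95%) run at intermediate activity with 0.1 mM ADP and 0.5 mM PEP in 50 mM imidazole pH 7.2, KCl, MgCl2; 1 h room temperature. ATP formed read by Kinase-Glo luminescence; normalized to uninhibited and no-enzyme controls.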
# RORgamma inh: blocks mouse ROR gamma transcriptional activity. P51450. Drosophila S2 Gal4-RORgamma UAS-luciferase reporter, 20 h. Potency, µM (series often up to 53.6 µM), for the others: top-dose activity change, negative = inhibition, usual class: inhibitors. 310,000 tested, 5.4% active. AID 2551; further: potency means the concentration at half of the fitted maximal effect; on the % scale 0 is the no-effect control and ±100 the full control effect; nearly all actives have a fitted effect of over 60% in size
# Target sequence (P51450 whole entry, looked up, the tested form may be a part): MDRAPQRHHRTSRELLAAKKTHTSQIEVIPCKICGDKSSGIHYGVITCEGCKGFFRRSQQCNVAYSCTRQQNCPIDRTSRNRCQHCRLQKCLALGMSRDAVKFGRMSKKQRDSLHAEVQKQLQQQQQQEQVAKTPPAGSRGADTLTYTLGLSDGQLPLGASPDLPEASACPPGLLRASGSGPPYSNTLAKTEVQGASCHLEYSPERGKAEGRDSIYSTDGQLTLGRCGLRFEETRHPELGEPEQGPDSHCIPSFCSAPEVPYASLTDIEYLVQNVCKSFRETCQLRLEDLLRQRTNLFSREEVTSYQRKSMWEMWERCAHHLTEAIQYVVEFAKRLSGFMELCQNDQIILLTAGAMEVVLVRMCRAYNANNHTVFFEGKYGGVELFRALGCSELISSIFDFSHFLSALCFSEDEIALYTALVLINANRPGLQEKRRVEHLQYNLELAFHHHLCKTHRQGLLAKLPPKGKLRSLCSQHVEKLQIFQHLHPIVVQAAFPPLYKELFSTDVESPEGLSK
#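 Stably transfected Drosophila Schneider cells are the test system, with ROR gamma fused to Gal4 and luciferase under UAS control; luminescence is read after 20 hr of 700 uM copper sulfate induction at ambient temperature.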
# VP16 counter: inhibits Gal4-VP16 luciferase reporter, ROR gamma counter-screen | Drosophila S2 Gal4-VP16 UAS-luciferase, luminescence, 20 h | Potency, µM (series often up to 53.6 µM), inactives show at the top dose activity, negative = inhibition, actives largely listed as inhibitors | 310,000 tested, 3.5% active | AID 2546;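 further: Gal4-VP16 expression switched on by copper sulfate through the metallothionein promoter; potency means the concentration at half of the fitted maximal effect; on the % scale 0 is the no-effect control and ±100 the full control effect; nearly all actives have a fitted effect of over 50% in size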
# ELG1 genotoxic: inducers of genotoxicity in HEK293T ELG1-luciferase cells. HEK293T ELG1-luciferase reporter, luminescence, 16 h. AID 504466. Potency, µM (titrated, usually from 46 µM), inactives show top-dose activity change, positive = activation, actives largely listed as activators. 330,000 tested, 1.3% active; further: potency means the concentration at half of the fitted maximal effect; % of control where 0% means no effect; nearly all actives have a fitted effect of over 60% in size
#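 HEK293T cells expressing luciferase-tagged ELG1 were treated with compound or DMSO for 16 hr at 37°C. Luciferase activity was then read after 30 min with ONE-Glo at room temperature; rising signal flags genetic stress.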
# Starred values were filed as active, the others as inactive; ? = inconclusive; / = not tested or not shown; & = joins results of further samples; [ ] = dose if it differs, or a comment. Unless noted, the call rests on the fitted dose curve; in most records, active means well fitted curve in the direction sought with a large enough effect; inconclusive means small, poorly fitted or top-dose-only effect, or another doubt; inactive means no such curve, though single readings can be large; an effect the other way counts as inactive or inconclusive. The list is partial, so the mix of outcomes need not match the whole.
SMILES,Giardia killer,Rab9 promoter act,Menin MLL FP TR,FLuc counter,BRCA1 expr up,p53 reactivator,NPC1 prom act,PKM2 activator,RORgamma inh,VP16 counter,ELG1 genotoxic
C=CCOc1ccc(C=Nc2cccc(Cl)c2)c(O)c1,-15,-2%,2%,-14%,-22%,8%,7%,-8%,?,-25%,0%
CC1CCCN(C(=O)Cn2nnc(-c3ccc([N+](=O)[O-])cc3)n2)C1 (stereo not drawn),/,0%,10%,3%,/,3%,-1%,-1%,0%,0%,-2%
Cc1ccc(C(=O)Nc2ccc(S(=O)(=O)N3CCCC3)cc2)s1,?,10%,?,-1%,25%,-1%,-4%,4%,67%,?,-5%
O=C1OC(N2CCN(C(=O)c3ccco3)CC2)c2ccccc21 (stereo not drawn),4,1%,-3%,1%,4%,13%,0%,-3%,-34%,-8%,0%
COc1ccc(S(=O)(=O)N2CCOCC2)cc1NC(=O)CSc1nnc(C2CC2)n1N,0,3%,1%,-2%,7%,-5%,-7%,8%,22%,-2%,-1%
COc1ccc(S(=O)(=O)N2CCC(NC(=O)c3cccnc3)CC2)cc1,12,2%,/,0%,-2%,-2%,3%,/,9%,4%,-13%
CC1Cn2c(CCc3ccccc3)nnc2S1 (stereo not drawn),17,0%,-5%,0%,-7%,1%,-2%,9%,32%,-3%,-6%
Cc1n[nH]c(=O)c2c(NC(=O)CSc3nncn3C(C)C)oc(C)c12,1,-4%,/,3%,-8%,-3%,-3%,/,/,/,0%
Cc1cc(C)n2nc(N)c(N=Nc3ccc(Cl)cc3)c2n1,5,-1%,?,-5%,-30%,-7%,7%,8%,-39%,-4%,-1%
CCOc1ccc(N(CC(=O)Nc2cccc(N(C)S(C)(=O)=O)c2)S(=O)(=O)c2ccccc2)cc1,12,-1%,19%,-2%,-58%,-18%,-3%,5%,21%,-13%,-11%
O=C(Cn1nnc(-c2ccccc2F)n1)Nc1ccc2c(c1)OCCO2,-23,-1%,48%[activator],?,8.9µM*,?,-1%,-2%,0%,-3%,?
CN1CCN(CC(O)COc2ccc(C34CC5CC(CC(C5)C3)C4)cc2)CC1 (stereo not drawn),17,-4%,?,-19%,24%,7%,2%,5%,?,?,?
O=C(CSc1ncccc1-c1nc2ccccc2[nH]1)N1CCCCC1,8,12%,7%,17µM*,23%,4%,10%,-4%,3%[10 µM],0%,15%
COc1ccc(/C=C(\C#N)C(=O)NC2CCS(=O)(=O)C2)cc1OC (stereo not drawn),2,-5%,3%,-1%,1%,-9%,-1%,-8%,-18%,-5%,1%
CN(C(=O)COC(=O)c1cc([N+](=O)[O-])ccc1Cl)c1ccccc1,5,3%,/,0%,1%,1%,3%,/,-1%,?,1%
Cc1ccc2c(N)c(C)ccc2c1,-19,4%,29%,?,-10%,-9%,-2%,-11%,28%,?,3%
CCc1cccc(C)c1NC(=O)c1ccc2nc(N3CCOCC3)sc2c1,-16,-3%,?,-1%,-7%,8%,-3%,0%,2%,0%,-2%
CCOC(=O)C1CCCN(CCC(=O)Nc2ccc3c(c2)CCC3)C1 (stereo not drawn),17,-1%,15%,0%,0%,-1%,3%,-1%,5%,0%,3%
CCCc1nnc(NC(=O)COC(=O)c2cc(C)nc3ccccc23)s1,2,-8%,0%,-12%,1%,20%,-3%,-2%,-12%,-5%,0%
Nc1nnc(/C=C/c2ccccc2Cl)s1,-11,3.5µM*,/,6.7µM*,?,10%,?,-8%,?,1%,?
COc1cccc(C(=O)NNC(=O)Cc2ccc(Cl)cc2)c1,3,0%,3%,-1%,1%,-7%,-2%,2%,21%[10 µM],-1%,1%
Cc1ccc(S(=O)(=O)/C=C/C#N)cc1,/,-43%[inhibitor][46.1 µM],3%,/,/,/,-32%[inhibitor][46.1 µM],/,1.1µM*,0.56µM*,/
O=C(CCNc1ccc(Br)cc1)c1cccc([N+](=O)[O-])c1,9,1%,?,4%,-10%,-5%,2%,0%,?,-3%,3%
Cn1c(=O)c2c(nc(-n3ccnc3)n2Cc2ccc([N+](=O)[O-])cc2)n(C)c1=O,8,-4%,-1%,0%,-18%,3%,-3%,-4%,-16%,-2%,-1%
COC(=O)COc1ccc2c(-c3cccc([N+](=O)[O-])c3)cc(=O)oc2c1,0,?,-5%,?,-17%,11%,24%,-1%,-1%,4%,12%
O=c1nc2ccccc2c2n1CC(CN1CCN(Cc3ccccc3)CC1)N2 (stereo not drawn),17,-3%,-13%,1%,-27%,-21%,0%,1%,-18%,-5%,0%
Cc1ccc(S(=O)(=O)NNC(=O)c2c(O)c3ccccc3[nH]c2=O)cc1,47[activator],-3%,/,0%,-10%,-4%,-2%,-6%,-5%,7%,1%
CCCN1CCN(C(=O)c2cc(COc3ccc(F)cc3F)on2)CC1,-12,5%,2%,0%,5%,-9%,1%,0%,21%,11%,-1%
CCOC(=O)c1[nH]c(C)c(C(=O)Nc2cccc(Cl)c2C)c1C,0,2%,?,2%,-49%,10%,-17%,5%,10%,9%,4%
CN(CCn1ccnc1)C(=O)CC1C(=O)NCCN1Cc1ccccc1C(F)(F)F (stereo not drawn),3,-7%,3%,0%,0%,-2%,-1%,7%,7%,-1%,-2%
Cc1ccc(C)c(OCC(=O)N2CCc3ccccc3C2)c1,-2,29%,?,-15%,0%,6%,9%,3%,36%,25%,13%
O=C(Nc1cccnc1)C1CCCN(S(=O)(=O)c2ccccc2)C1 (stereo not drawn),-1,-2%,12%,0%,-15%,-3%,-1%,-7%,32%,3%,-9%
C1=C(CCNc2nnnn2-c2ccccc2)CCCC1,0,-2%,-2%,-3%,-36%,19%,-3%,1%,-2%,-6%,-4%
O=C(NCCc1nc2ccccc2[nH]1)c1cc([N+](=O)[O-])cc([N+](=O)[O-])c1,4,17%,14%,-3%,-12%,2%,3%,9%,?,-17%,-2%
COc1ccccc1C(O)P(=O)(OCC(C)C)c1ccc(N(C)C)cc1 (stereo not drawn),-10,-2%,?,-2%,0%,-5%,2%,/,-14%,3%,3%
CC(C)OC(=O)CSc1nnc(Cc2ccccc2)n1Cc1ccco1,10,11%,-25%,1%,-12%,8%,0%,6%,-14%[0.365 µM],/,-3%
CCOC(=O)c1oc2ccc(S(=O)(=O)n3nc(-c4ccc(C)cc4)cc3N)cc2c1C,5,-10%,4%,-6%&-1%,-2%&-7%,-1%,-8%,-5%,0%,5%,0%
O=C(OCC(=O)N1CCN(C(=O)c2ccco2)CC1)c1cc(S(=O)(=O)Nc2ccc(Cl)cc2)ccc1O,4,-3%,5%,?,-13%,-1%,-3%,5%,-5%,?,-3%
COCCn1c(SCC(=O)Nc2ccccc2OC)nc2ccccc21,-1,-2%,-11%,1%,4%,0%,0%,-7%,14%,-9%,-4%
Cc1ccc(C23CC4CC(CC(C(=O)NCC(=O)O)(C4)C2)C3)cc1,34[activator],12%,4%,0%,0%,2%,-1%,/,8%,-1%,-1%
COc1ccc(CCNCc2ccc(OCc3ccccc3)cc2)cc1,23,5%,?,-12%,-71%[inhibitor],24%,-2%,/,-20%,-23%,10%
N#Cc1c(-c2ccccc2)c(-c2ccccc2)n[nH]c1=O,13,-3%,65%[activator],3%,5%,0%,-3%,/,3%,4%,-5%
Cc1ccc(S(=O)(=O)N2CCN(C(=O)CCNC(=O)c3ccccc3Cl)CC2)cc1,-8,-4%,/,-2%,13%,3%,-5%,/,/,/,-1%
COc1ccc(NC(=O)C2CCCN2S(=O)(=O)c2ccc3c(c2)CCC(=O)N3)cc1Cl (stereo not drawn),13,1%,5%,-13%,-12%,-5%,0%,-23%,22%,-4%,?
COc1ccc(-n2ncc3c(N4CCN(Cc5ccccc5)CC4)ncnc32)cc1,-19,6%,-20%,?,-40%,2%,15%,3%,?,-10%,-14%
Cc1cccc(C(=O)OC(C)C(=O)N2CCc3ccccc3C2)c1C (stereo not drawn),7,-5%,/,2%,-3%,-2%,-8%,/,/,/,0%
Cc1c(Cc2ccccc2)c(=O)oc2cc(OCC(=O)NCc3ccccn3)ccc12,14,3%,?,-8%,-19%,-3%,-3%,3%[0.46 µM],38%,-10%,-8%
CCOC(=O)C1(CC2CC2)CCN(C(=O)c2cc(C)nc3ccc(CC)cc23)CC1,10,-6%,?,?,0%,-4%,-4%,5%,17%,0%,-14%
